BaF3 parental: parental Ba/F3 viability inhibition as JAK2V617F counter-screen; inhibition, % at 5.6 µM; 220,000 compounds, 1.1% hits; AID 1486; CellTiter-Glo ATP luminescence;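 active = inhibition above a per-campaign cutoff, the mean inhibition of all tested compounds plus 3 SD, cut at about 27% in these data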;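 also: 0% = DMSO wells and 100% = JAK Inhibitor I control wells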
NPY Y1 blocker: antagonists of human neuropeptide Y receptor Y1; P25929; HEK293-CNG Y1 cells, membrane potential fluorescence; NPY at EC95, then isoproterenol; inhibition, % at 3.6 µM; 200,000 compounds, 1% hits; AID 1040;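 active = inhibition above the campaign mean inhibition of all tested compounds plus 3 SD, cut at about 20% in these data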;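 also: 0% = DMSO wells given NPY plus isoproterenol and 100% = isoproterenol alone without NPY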
Target sequence (P25929 whole entry, looked up): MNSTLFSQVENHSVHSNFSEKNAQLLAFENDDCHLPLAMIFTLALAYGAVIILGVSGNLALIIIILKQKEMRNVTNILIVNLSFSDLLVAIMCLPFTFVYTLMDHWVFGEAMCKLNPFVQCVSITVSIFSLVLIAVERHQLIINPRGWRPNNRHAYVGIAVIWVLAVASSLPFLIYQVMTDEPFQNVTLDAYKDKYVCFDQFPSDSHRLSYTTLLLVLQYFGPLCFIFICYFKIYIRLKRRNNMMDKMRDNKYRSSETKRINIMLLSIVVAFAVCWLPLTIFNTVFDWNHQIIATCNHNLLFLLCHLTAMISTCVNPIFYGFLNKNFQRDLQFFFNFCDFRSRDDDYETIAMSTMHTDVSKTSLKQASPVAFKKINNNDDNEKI
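Test system – HEK293 Y1/CNG channel cell line · Also added – NPY agonist 25 nM, then isoproterenol 1 µM plus Ro 20-1724 25 µM · Compound dosing – one concentration, 3.6 µM, in 0.4% DMSO · Schedule – compound incubation 1 h at room temperature, readout 45 min post-stimulation · Technique – fluorescence, membrane potential probe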
NPY-Y2 PAM-ag: potentiators or agonists of human neuropeptide Y receptor Y2; P49146; cells expressing NPY-Y2, potentiator/agonist read-out; activation, % at 3.6 µM; 220,000 compounds, 0.45% hits; in the data active = activation above about 27%;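 also: cells stimulated with NPY near EC25 plus isoproterenol at EC100; 0% = vehicle plus submaximal agonist and 100% = vehicle plus saturating agonist; some results beyond the cut were filed as inactive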
S1P4 ag: agonists of human S1P4 receptor; O95977; activation, % at 4.98 µM; S1P4-expressing cell line, agonist reporter assay; 220,000 compounds, 0.35% hits; in the data active = activation above about 11%;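 also: 0% = DMSO vehicle and 100% = reference agonist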
Runt-CBFb FRET: inhibitors of human RUNX1 Runt domain binding to CBFb; Cerulean-Runt/Venus-CBFb FRET ratio 530/480, 1 h; inhibition, % at 20 µM; AID 1496; Q01196+Q13951; 220,000 compounds, 0.46% hits;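 active = inhibition over about 50% at 20 µM in the single-dose screen, limit read from the data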;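 also: 0% = DMSO wells and 100% = excess unlabeled CBFb competitor control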
Target sequence (Q01196 whole entry, looked up, the tested form may be a part): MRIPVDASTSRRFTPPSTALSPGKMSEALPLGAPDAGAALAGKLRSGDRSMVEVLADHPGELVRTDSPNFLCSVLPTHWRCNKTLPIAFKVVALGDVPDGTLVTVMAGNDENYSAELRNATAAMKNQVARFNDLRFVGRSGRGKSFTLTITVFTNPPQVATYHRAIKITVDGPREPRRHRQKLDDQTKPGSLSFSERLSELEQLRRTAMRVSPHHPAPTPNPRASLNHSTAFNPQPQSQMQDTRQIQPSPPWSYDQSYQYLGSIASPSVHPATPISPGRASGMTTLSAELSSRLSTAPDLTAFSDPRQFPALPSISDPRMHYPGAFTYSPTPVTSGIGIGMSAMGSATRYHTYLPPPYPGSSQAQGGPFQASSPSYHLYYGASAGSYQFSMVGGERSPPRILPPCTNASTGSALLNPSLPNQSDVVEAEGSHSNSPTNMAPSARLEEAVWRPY
Target sequence (Q13951 whole entry, looked up, the tested form may be a part): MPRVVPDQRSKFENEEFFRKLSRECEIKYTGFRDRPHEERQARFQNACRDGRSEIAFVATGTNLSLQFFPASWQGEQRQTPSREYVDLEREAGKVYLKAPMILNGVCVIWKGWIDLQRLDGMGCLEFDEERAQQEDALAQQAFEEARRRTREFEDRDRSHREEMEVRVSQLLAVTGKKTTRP
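Measured by: fluorescence energy transfer, 422 nm excitation, 530/480 nm emission; Assay system: Cerulean-Runt domain; Medium: Tris pH 7.5 buffer with BSA; Measure: loss of energy transfer signal; Controls: 5 µM unlabeled CBFb as full-inhibition high control; Incubation: protein complex preformed 1 h, compound exposure 1 h, room temperature, dark.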
NPY-Y1 PAM-ag: human NPY-Y1 potentiation or agonism, primary screen. P25929. NPY-Y1 expressing cells, potentiator/agonist activation. activation, % at 3.6 µM. 220,000 compounds, 0.37% hits; in the data active = activation above about 33%, passing the limit was not always enough;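 also: cells stimulated with NPY at EC10 then isoproterenol at EC100; 0% = low agonist plus stimulus and 100% = saturating agonist plus stimulus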
S1P4 antagonist: antagonists of human S1P4 receptor | O95977 | S1P4-expressing cells, antagonist mode, reporter read-out | inhibition, % at 4.98 µM | 220,000 compounds, 0.26% hits | AID 1510; in the data active = inhibition above about 29%;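 also: 0% = wells stimulated with agonist and 100% = vehicle wells without agonist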
RBBP9 inh: human RBBP9 hydrolase inhibition; inhibition, % at 7.94 µM; 220,000 compounds, 0.2% hits; recombinant RBBP9, FP-Rh probe fluorescence polarization;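 active = inhibition above the campaign mean of all tested compounds plus 3 SD, cut at about 14% in these data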;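 also: plate controls were DMSO wells with RBBP9 for no effect and wells lacking RBBP9 protein for full effect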
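Test system: recombinant human RBBP9; Timing: 30 min then 45 min, 25 °C; Detection: fluorescence polarization; Control set: RBBP9 with DMSO as uninhibited control, no-protein wells as full inhibition; Compound dosing: one concentration, 7.94 µM nominal, 0.794% DMSO; Probe or stimulus: FP-Rh activity-based probe, 375 nM before mixing.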
Ba/F3 V617F tox: lowers viability of Ba/F3 cells expressing EpoR and JAK2V617F; inhibition, % at 5.6 µM; ATP luminescence; AID 1446; 220,000 compounds, 1.1% hits;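 active = inhibition above the campaign mean plus 3 SD over all tested compounds, cut at about 24% in these data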;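 also: cytokine-independent growth of Ba/F3 cells driven by EpoR plus mutant JAK2; 0% = DMSO-treated cells and 100% = JAK inhibitor I control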
An asterisk follows results filed as active; · = no result given. Rows were taken by chance (roughly 3.6% active in at least one column).

No.	Compound	BaF3 parental	NPY Y1 blocker	NPY-Y2 PAM-ag	S1P4 ag	Runt-CBFb FRET	NPY-Y1 PAM-ag	S1P4 antagonist	RBBP9 inh	Ba/F3 V617F tox
1	CCn1c2ccccc2c2nnc(SCC(=O)N3CC(C)OC(C)C3)nc21 (configuration not stated)	5	1	12	-0.2	3	-13	-5	-7	-1
2	Cc1cc(C)cc(NC(=O)c2ccc(S(=O)(=O)C(F)F)cc2)c1	4	0	5	1.4	-1	5	-10	-6	-3
3	Cc1cccc(N2CCN(C(=O)C3COc4ccccc4O3)CC2)c1C (configuration not stated)	3	3	-12	0.7	1	-17	-21	-10	1
4	Cc1ccc(C(=O)NCC#N)cc1	8	-4	6	1.2	-1	14	5	-2	-1
5	Oc1c(C(Nc2cccc(C(F)(F)F)c2)c2ccncc2)ccc2cccnc12 (configuration not stated)	4	0	0	0.9	1	6	-7	-6	-1
6	Cc1cc(C)c2c(n1)sc1c(-c3ccccc3)c(C#N)c(N)nc12	4	5	-4	1.4	60*	2	9	0	0
7	COCCOC(=O)C1=C(N)OC2=C(C(=O)CC(C)(C)C2)C1c1cccnc1 (configuration not stated)	3	-6	2	0.0	-1	0	-37	9	-4
8	COc1nc(NCc2ccc(Cl)cc2)nc(OC)n1	4	-4	-2	1.7	-1	3	4	-6	0
9	Cc1[nH]c2ccccc2c1C(=O)C(=O)NCCC1=CCCCC1	5	-2	-4	0.2	1	-5	-11	-11	2
10	Cc1cc(C)n(-c2ccc(Cl)c(C(=O)NCc3ccccc3)n2)n1	5	0	5	0.9	0	-29	-14	3	0
11	N#CC1=C(N)N2C(=C(C#N)C13CCCC3)Nc1ccccc12	4	-6	-4	-1.0	4	-3	3	-11	3
12	N/C(=N\O)c1cccc(CS(=O)(=O)c2ccccn2)c1	-1	·	4	-0.8	0	-16	8	0	3
13	CC(=O)N1CCN(c2ccc(Oc3nnnn3-c3ccccc3)cc2)CC1	0	0	14	-1.4	-2	-8	-7	-6	-4
14	COC(=O)C1C(=O)c2c([nH]c(C(=O)OC3CCCC3C)c2C)CC1C (configuration not stated)	9	4	6	0.7	-1	8	-15	-4	1
15	Cc1cc(C(=O)OCC(=O)Nc2ncc(C(F)(F)F)cc2Cl)c(C)o1	0	16	-14	1.2	3	-22	2	-7	1
16	O=C(Nc1cccc2ncccc12)c1ccc(F)cc1	5	4	3	-0.3	-1	-27	-17	-11	1
17	O=c1[nH]c(NC2CCCCC2)c([N+](=O)[O-])c(=O)[nH]1	-2	1	11	-0.4	-1	-15	10	-8	-2
18	N#C/C(=N\Nc1ccc(F)cc1)C(=N)N1CCCCC1	4	2	16	2.4	-4	9	-14	4	-1
19	CCN(CC)C(=S)SCC(=O)Nc1ccc(S(N)(=O)=O)cc1	8	-3	29	-0.8	1	5	-10	-4	2
20	COc1ccccc1OCc1ccc(C(=O)N(C)C)o1	3	0	-11	1.8	1	6	-9	3	2
21	CC(C)NC(=O)COc1ccc(S(=O)(=O)N(C)Cc2ccccc2)cc1	3	·	-19	1.0	0	-5	-9	-7	-4
22	CCCCCCN(C(=O)CCCCCN1C(=O)NC(c2ccc(Cl)cc2)C(C(=O)OCc2ccccc2)=C1C)C(C(=O)NCCCC)c1ccc(OCC(=O)OC)c(C(=O)OC)c1 (configuration not stated)	4	4	11	0.0	-11	-8	-18	-8	1
23	CC(C)c1nc2oc3c(N(C)CCO)ncnc3c2c2c1CCC2	-2	·	4	-1.0	1	-3	-4	-11	-2
24	Cc1ccc(-c2csc(=S)n2CC(=O)OCC(=O)NCc2ccc(F)cc2)cc1	3	2	0	-1.9	5	9	-5	-3	-3
25	O=C(NCc1ccccn1)c1ccc(Cn2c(=S)[nH]c3ccc(Br)cc3c2=O)cc1	6	2	-11	-0.7	1	-15	0	2	4
26	CCOC(=O)C(C)(C)C(=O)C(C)(C)C(O)c1ccccn1 (configuration not stated)	7	-6	3	1.2	0	-7	-18	0	-1
27	CC(C)C(C)(C#N)NC(=O)CSc1nnc(C(F)(F)F)n1C (configuration not stated)	0	-4	-6	2.3	1	1	-7	-9	-4
28	Cc1ccc(SCCC(=O)NCc2ccncc2)cc1	2	6	2	2.1	·	2	-19	-10	-2
29	O=C(NCC(c1ccco1)N1CCOCC1)c1ccc([N+](=O)[O-])cc1 (configuration not stated)	-6	1	9	-2.1	15	3	4	-7	-4
30	C[C@H](N)c1nnc(SCc2c(Cl)cccc2Cl)o1	3	2	-24	0.5	4	-6	3	1	-1

Gathered by group: those above with two or more sulfur atoms (two)
No.	Compound	BaF3 parental	NPY Y1 blocker	NPY-Y2 PAM-ag	S1P4 ag	Runt-CBFb FRET	NPY-Y1 PAM-ag	S1P4 antagonist	RBBP9 inh	Ba/F3 V617F tox
19	CCN(CC)C(=S)SCC(=O)Nc1ccc(S(N)(=O)=O)cc1	8	-3	29	-0.8	1	5	-10	-4	2
24	Cc1ccc(-c2csc(=S)n2CC(=O)OCC(=O)NCc2ccc(F)cc2)cc1	3	2	0	-1.9	5	9	-5	-3	-3

Continuation:
No.	Compound	BaF3 parental	NPY Y1 blocker	NPY-Y2 PAM-ag	S1P4 ag	Runt-CBFb FRET	NPY-Y1 PAM-ag	S1P4 antagonist	RBBP9 inh	Ba/F3 V617F tox
31	Cc1cccc(NC(=O)CS(=O)(=O)c2c[nH]c3ccccc23)c1C	0	-7	-6	3.1	-3	-1	-5	-5	1
32	O=C(CC1SC(=Nc2ccc(OC(F)F)cc2)N(CCN2CCOCC2)C1=O)Nc1ccccc1 (configuration not stated)	1	·	11	1.2	0	-3	-3	-8	3
33	Cc1ccc(NC(=O)CCC(=O)OCC(F)(F)C(F)F)cc1	2	-1	4	-0.4	-1	-1	-13	-7	0
34	CCN(CC)S(=O)(=O)c1ccc(N2CCOCC2)c(NS(=O)(=O)c2ccc(C)cc2)c1	8	1	-3	1.6	1	-11	-20	-4	-2
35	CC12CCC(C(=O)NCCN3CCCCC3)(CC1=O)C2(C)C (configuration not stated)	6	3	-22	-1.1	3	-13	10	-3	1
36	CCCC(c1nnnn1C(C)(C)C)N1CCN(c2ccccc2)CC1 (configuration not stated)	6	21*	-1	1.2	-1	15	-8	-6	0
37	COCCNC(=O)C(OC(=O)c1ccco1)c1ccccc1OC (configuration not stated)	1	-3	-11	-1.9	0	6	-13	-4	-3
38	CC1=C(CC(=O)c2ccc(Cl)cc2)C(=O)c2ccccc2C1=O	3	19	-15	-0.2	2	1	-12	3	-2
39	O=P1(c2ccccc2)C=Cn2c1cc1c2CCCC1 (configuration not stated)	2	2	0	-1.1	·	-6	13	-6	-3
40	Cc1ccc(C(=O)CC2(O)C(=O)N(Cc3ccc4c(c3)OCO4)c3ccccc32)cc1 (configuration not stated)	2	2	8	-0.5	-2	12	5	-9	-1
41	O=C(NNc1ccccc1[N+](=O)[O-])NC1CCCCC1	4	1	3	0.6	-2	6	-23	0	1
42	COc1ccccc1C(=O)Nc1ccccc1SC	3	5	-8	1.2	0	-34	-16	-3	-3
43	COc1cc(-c2nc(CN(C)C(C)c3ccncn3)c(C)o2)ccc1F (configuration not stated)	2	2	2	-0.1	0	-2	-2	-10	-2
44	Cc1ccc2c(Cl)cc(Cl)c(OCC(=O)NC(C)(C)C)c2n1	7	6	-2	0.5	0	-26	-9	0	3
45	COc1cc2[nH]c(=O)n(CCCCCC(=O)N3CCN(c4ccccc4)CC3)c(=O)c2cc1OC	9	-9	1	-1.3	-4	-6	-6	-11	8
46	COc1ccc(N2CC(C(=O)Nc3ccc(F)cc3F)CC2=O)cc1 (configuration not stated)	3	10	-4	1.4	2	5	14	-7	-4
47	O=C(NCc1ccncc1)c1cncc(Br)c1	3	1	14	0.0	-1	2	-6	1	-2
48	O=C(c1c[nH]c2ccc(F)cc2c1=O)N1CCCCCC1	2	2	5	1.2	-1	-7	-12	0	-3
49	CN1CCN(C(=O)/C(C#N)=C/c2ccc(F)cc2)CC1	-1	1	-1	-0.7	3	-8	6	1	-4
50	O=C(c1ccccc1-c1nc(-c2ccccc2)no1)N1CCCC1	-2	-9	6	0.1	-1	-8	3	-7	-3
51	c1ccc(OCc2nn3c(-c4ccncc4)nnc3s2)cc1	3	4	-1	-0.1	0	-14	-13	-4	-4
52	CCOC(=O)CSc1nc2c(sc3ccc([N+](=O)[O-])cc32)c(=O)n1Cc1ccco1	2	1	-8	5.7	25	-6	-11	-3	-8
53	COC(=O)C1CCN(C(=O)c2ccccc2NC(C)=O)CC1	1	-6	8	1.0	0	-2	1	-7	-6
54	CC(=O)n1nc(-c2cccc(C)c2)nc1SCC(=O)Nc1ccccc1	0	9	7	-0.9	1	-1	-11	-2	-1
55	C=CCn1c(-c2ccccc2)nc2nc3ccccc3nc21	1	4	-11	-1.6	0	-16	0	0	-4
56	COc1cccc(/C=N/N2C(=O)CSC2=S)c1O	3	4	-13	3.0	35	-22	15	1	1
57	COc1ccc(C(=S)N2CCC(C(N)=O)CC2)cc1Br	1	5	5	-1.7	18	-3	-4	0	-4
58	Cc1ccc(-n2[nH]c(C)c(C=Nc3ccc(C)cn3)c2=O)cc1	13	-1	-14	1.1	-1	2	-7	-6	7
59	CC1CCN(CCC(=O)Nc2ccc3c(c2)OCCO3)CC1	-1	3	-3	2.5	-1	4	-13	-8	3
60	COC(=O)c1[nH]c2c(c1C)C(=O)CC(c1ccc(C)cc1)C2 (configuration not stated)	4	5	-4	0.6	-1	-28	1	1	1
61	NS(=O)(=O)c1ccc(N2N=C(c3ccccc3)CC2c2cccc(F)c2)cc1 (configuration not stated)	10	5	2	11	4	-14	-14	-2	1
62	Cc1cc2ccccc2n1CCNCc1c(C(=O)N2CCOCC2)nc2ccccn12	0	·	2	-0.9	-4	4	-5	-1	0
63	NC(=O)C1CCN(c2ccc([N+](=O)[O-])cc2Cl)CC1	5	0	3	-0.1	12	5	-10	0	-2
64	O=C1/C(=C\c2ccc(C(F)(F)F)cc2)CSc2sccc21	-1	·	-29	0.4	0	-21	9	0	3
65	CS(=O)(=O)N(CC(=O)NCCSCc1ccco1)c1ccc(Cl)cc1	8	11	2	0.6	3	-4	3	-7	-2
66	CCOC(=O)c1ccc(NC(=S)N(CCCN2CCCC(C)C2)Cc2ccco2)cc1 (configuration not stated)	10	9	-4	1.3	-2	-25	1	-6	1
67	O=[N+]([O-])c1cccc(CNC2CCCCCC2)c1	1	5	-7	0.1	-1	3	6	-7	-1
68	CCC(C)(C)n1nnnc1C(c1cc(OC)ccc1OC)N1CCN(Cc2ccccc2)CC1 (configuration not stated)	-4	20*	-12	0.1	·	-1	6	-3	-4
69	CCCCN(CCCC)CC(O)CN(c1cc([N+](=O)[O-])ccc1OC)S(=O)(=O)c1ccccc1 (configuration not stated)	2	23*	-4	0.6	-2	-28	11	-5	-3

High-throughput results: PubChem BioAssay, several laboratories
